Neddylation inh = inhibitors of cullin neddylation, primary screen, biochemical, TR-FRET, uHTS, NAE and Ubc12; calls only at 25 µM; actives 0.58% (n = 360,000); in the data active = inhibition above about 36%
CSN deneddyl inh = inhibitors of CSN-mediated cullin deneddylation, primary screen, biochemical, fluorescence polarization, uHTS; COP9 signalosome complex subunit 5 (Homo sapiens), Q92905; Purified CSN, SCF-Nedd8-OG deneddylation; inhibition, % at 12.5 µM; actives 0.38% (n = 360,000); AID 651999, 2013;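 active = pattern-corrected inhibition above about 35%, with an unprinted fluorescence ratio check between 0.5 and 1.5, limit read from the data, passing the limit was not always enough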;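 note: 0% = enzyme with substrate and 100% = substrate without enzyme; some results filed as inactive read as strong as hits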
Target sequence (Q92905 whole entry, looked up, one chain of several): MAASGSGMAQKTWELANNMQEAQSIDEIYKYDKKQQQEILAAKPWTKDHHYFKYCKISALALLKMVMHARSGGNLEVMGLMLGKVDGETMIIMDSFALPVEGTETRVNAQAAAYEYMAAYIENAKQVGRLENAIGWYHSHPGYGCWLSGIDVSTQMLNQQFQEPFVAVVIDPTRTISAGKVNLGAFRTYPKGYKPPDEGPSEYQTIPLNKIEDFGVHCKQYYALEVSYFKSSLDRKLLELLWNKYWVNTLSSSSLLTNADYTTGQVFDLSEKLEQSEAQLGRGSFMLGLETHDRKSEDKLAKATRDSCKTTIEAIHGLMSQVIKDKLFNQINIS
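Material: purified human Csn5 enzyme expressed in HEK293T cells / Medium: Tris buffer pH 7.5, NaCl, DTT, Tween-20, trehalose, ovalbumin / Compound dosing: 12.5 µM single point / Schedule: 90 min incubation of compound, enzyme and substrate at room temperature / Signal: fluorescence polarization of the substrate / Control set: no-enzyme wells high, enzyme-with-substrate wells low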
Rin1-Abl PPI inh = inhibitors of Rin1-Abl protein binding, primary screen, biochemical, TR-FRET. Tyrosine-protein kinase ABL1 (Homo sapiens) + Ras and Rab interactor 1 (Homo sapiens), …. inhibition, % at 7.35 µM. actives 0.4% (n = 360,000). AID 588664, 2011; in the data active = inhibition above about 5%, passing the limit was not always enough
DNMT1 block = human DNMT1 methyltransferase inhibitors, primary screen, biochemical, molecular beacon, fluorescence, HinP1I cleavage, uHTS; DNA (cytosine-5)-methyltransferase 1 (Homo sapiens), P26358; inhibition (reported as % activation of signal), % at 10 µM; actives 0.83% (n = 360,000); in the data active = inhibition above about 50%
NadD block = inhibitors of S. aureus NadD, primary screen, biochemical, colorimetric, uHTS | purified NadD enzyme, colorimetric absorbance read-out | Nicotinate-nucleotide adenylyltransferase NadD (Staphylococcus aureus N315) | actives 0.78% (n = 360,000) | AID 602399, 2012 | inhibition, % at 20 µM; in the data active = inhibition above about 26%; note: some compounds past the cut are filed as inactive
STEP block = STEP phosphatase inhibitors, primary screen, biochemical, fluorescence intensity, uHTS; AID 588621, 2011; recombinant STEP, OMFP fluorogenic substrate; actives 0.25% (n = 360,000); inhibition, % at 20 µM; Tyrosine-protein phosphatase non-receptor type 5 (Homo sapiens), P54829;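 active = inhibition at 20 µM, scaled per plate between control wells, above about 37%, limit read from the data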;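 note: 0% = DMSO with enzyme and substrate and 100% = substrate only without enzyme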
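Assay system: isolated STEP enzyme / Timing: 20 min at room temperature, dark / Doses: 20 µM, 1% DMSO / Technique: fluorescence intensity, excitation 480 nm, emission 540 nm / Reagent: fluorogenic phosphatase substrate OMFP at 25 µM final / Measure: percent inhibition scaled to no-enzyme and uninhibited-enzyme controls, plate-pattern corrected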
Rpn11 inh = Rpn11 (PSMD14) deubiquitinase inhibitors, primary screen, biochemical, fluorescence polarization, uHTS. 26S proteasome non-ATPase regulatory subunit 14 (Homo sapiens), O00487. human 26S proteasome, Ub4-pepOG fluorescence polarization; 20S core pre-blocked with epoxomicin. calls only at 20 µM. actives 0.59% (n = 360,000);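 active = inhibition at 20 µM, scaled to each plate's controls, above about 33%, limit read from the data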
Target sequence (O00487 whole entry, looked up): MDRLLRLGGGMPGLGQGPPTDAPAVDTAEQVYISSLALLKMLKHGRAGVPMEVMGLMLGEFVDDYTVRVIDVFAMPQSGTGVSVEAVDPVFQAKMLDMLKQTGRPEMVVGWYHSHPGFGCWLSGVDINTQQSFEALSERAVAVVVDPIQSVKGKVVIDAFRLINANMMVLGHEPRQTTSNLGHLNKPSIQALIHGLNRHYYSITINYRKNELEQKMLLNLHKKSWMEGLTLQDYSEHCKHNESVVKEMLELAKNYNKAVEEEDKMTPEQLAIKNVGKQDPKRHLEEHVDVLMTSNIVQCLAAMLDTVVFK
SUMO1-SIM PPI = modulators of SUMO1 protein-protein interactions, primary screen, biochemical, uHTS; AID 602429, 2012; inhibition, % at 20 µM; SUMO1 binding to a labelled peptide, TR-FRET, 1 h; actives 0.33% (n = 360,000); Small ubiquitin-related modifier 1 (Homo sapiens), P63165; in the data active = inhibition above about 37%
Target sequence (P63165 whole entry, looked up): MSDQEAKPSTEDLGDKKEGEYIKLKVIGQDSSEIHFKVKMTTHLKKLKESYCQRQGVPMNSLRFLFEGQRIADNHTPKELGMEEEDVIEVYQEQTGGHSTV
LMPTP block = LMPTP phosphatase inhibitors, primary screen, biochemical, fluorescence intensity, uHTS; Low molecular weight phosphotyrosine protein phosphatase (Homo sapiens), P24666; recombinant LMPTP-A, OMFP fluorogenic substrate; inhibition, % at 20 µM; actives 0.22% (n = 360,000); AID 651560, 2012;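 active = compounds that cut the enzyme signal by at least half of the control window in the single-dose screen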;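 note: plate controls were DMSO wells with enzyme plus substrate for no effect and substrate without enzyme for full effect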
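Test system: LMPTP-A, protein tyrosine phosphatase of low molecular weight; Input: 0.625 nM enzyme; Incubation: 50 min dark incubation at room temperature; Signal: endpoint fluorescence intensity from OMFP dephosphorylation; Read-out basis: % inhibition versus control wells.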
Scp1 inh = Scp-1 phosphatase inhibitors, primary screen, biochemical, colorimetric, uHTS. Carboxy-terminal domain RNA polymerase II polypeptide A small phosphatase 1 (Homo …. Recombinant Scp1, phosphopeptide, malachite green phosphate absorbance. inhibition, % at 20 µM. actives 0.88% (n = 340,000);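 active = inhibition above about 50% at 20 µM, limit read from the data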;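 note: plate controls were DMSO wells with enzyme for no effect and wells lacking enzyme for full effect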
Target sequence (Q9GZU7 76-261 limits assumed): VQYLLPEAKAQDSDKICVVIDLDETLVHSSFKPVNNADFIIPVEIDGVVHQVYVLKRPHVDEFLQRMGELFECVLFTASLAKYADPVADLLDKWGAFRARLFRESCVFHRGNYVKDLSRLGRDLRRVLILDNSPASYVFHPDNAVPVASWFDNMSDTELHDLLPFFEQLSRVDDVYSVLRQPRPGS
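Incubation: 45 min enzyme reaction at room temperature / System: truncated SCP-1 phosphatase (76-261aa) / Reagent: Phospho 17-mer peptide substrate / Buffer or medium: Acidic Tris acetate buffer with magnesium and detergent / Signal: absorbance at 630 nm / Doses: one concentration, 20 µM, with 1.0% DMSO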
Active calls of the source: *; i = inactive; . = no result given; + = active, no number.

SMILES	Neddylation inh	CSN deneddyl inh	Rin1-Abl PPI inh	DNMT1 block	NadD block	STEP block	Rpn11 inh	SUMO1-SIM PPI	LMPTP block	Scp1 inh
Cn1c(=O)oc2cc(S(=O)(=O)N3CCN(C(=O)c4ccco4)CC3)ccc21	i	6.8	-5.9	4.8	2.0	-1.1	i	-1.7	-0.9	-4.0
COCC(C)n1c(SCc2cc(=O)n3cc(C)ccc3n2)nc2ccccc2c1=O (centres undefined)	i	6.2	-5.5	-0.2	5.8	-1.4	i	-21.5	-1.0	-4.2
O=C(NC1CCCC1)c1nc2c(nnn2Cc2ccccc2Cl)c(=O)[nH]1	i	-2.4	1.3	2.0	7.1	4.2	i	-2.2	-0.3	-6.6
COc1ccc(C2=Cc3ccccc3C(CC(=O)C3CC3)N2c2ccc(-c3cc(OC)c(OC)c(OC)c3)cc2)cc1 (centres undefined)	+	-1.5	.	.	5.2	.	.	0.1	0.7	.
CCCCN(Cc1ccco1)S(=O)(=O)c1ccc(-c2ccc(=O)[nH]n2)s1	i	0.6	1.0	-1.0	-5.5	3.6	i	-7.8	3.0	7.4
Nc1nn(S(=O)(=O)c2cccc3nsnc23)cc1-c1ccc(Br)cc1	i	-2.0	-4.1	-10.3	-3.0	1.2	i	-20.9	2.5	-13.9
CC(C)(C)[C@@H]1C=C(C(=O)N2CCOCC2)O[C@H](OCc2ccc(CO)cc2)C1	i	-2.1	1.2	-1.8	-2.5	4.1	i	0.9	0.2	-2.3
Cn1c(CCCNC(=O)c2ccccc2)nc2ccccc21	i	2.5	-3.2	-0.3	-2.1	-0.8	i	-4.9	0.5	-2.2
CC(C(=O)OCC(=O)c1c(N)n(C)c(=O)n(C)c1=O)N1C(=O)c2ccccc2C1=O (centres undefined)	i	2.7	-0.2	1.4	-5.9	1.6	i	0.2	-2.5	-9.0
O=c1oc2ccccc2c(Nc2ccc(Cl)cc2)c1[N+](=O)[O-]	i	-1.0	-1.6	3.8	-6.4	0.2	i	-22.2	0.7	-7.0
O=C(Nc1ccccc1)N1CCCC2CCCCC21 (centres undefined)	i	-4.0	0.8	-1.6	0.0	-4.9	i	-5.0	-2.1	0.8
CCOC(=O)C1CCCN(C(=S)Nc2ccc(Nc3ccccc3)cc2)C1 (centres undefined)	i	-2.4	-0.3	-3.0	-0.8	23.5	i	1.1	2.5	6.8
CSc1ccc(C(O)c2ncc(-c3cccc(F)c3)[nH]2)cc1 (centres undefined)	i	3.7	-2.9	3.3	-0.3	-2.8	i	2.4	-0.2	.
COC1OC(O)C(NC(=O)C(F)(F)F)CC1O (centres undefined)	i	0.9	-1.1	-1.3	-3.6	-2.8	i	-3.6	-1.1	7.1
COc1ccc(/C=C/C(=O)Oc2ccc(C=O)cc2OC)cc1	i	2.4	-0.8	-1.4	-10.7	-2.9	i	-12.8	1.5	-17.7
CC(C)Sc1nc2sc(-c3ccccc3)cc2c(=O)n1N	i	3.3	-1.9	4.6	-1.6	-5.5	i	-0.2	3.4	-12.2
CCn1c(SC(C)C(=O)Nc2nnc(C)s2)nnc1-c1ccco1 (centres undefined)	i	-0.9	-0.9	-0.6	0.0	1.2	i	5.0	-0.4	-5.5
Cc1ccc(COC(=O)c2ccc3c(c2)C(=O)N(CCCN2CCOCC2)C3=O)cc1	i	1.1	-1.3	3.7	-12.1	4.3	i	-18.7	-1.3	2.0
COc1cc2[nH]c(=S)nc(NCCCOC(C)C)c2cc1OC	i	-1.0	-4.2	-0.3	-4.9	-1.4	i	23.4	1.5	-2.3
O=C1CSC(c2c(F)cccc2Cl)N1c1cccc(F)c1 (centres undefined)	i	1.0	1.8	4.1	-4.7	-2.2	i	0.0	0.6	-2.4
CCOC(=O)CN1C(=O)COc2ccc(Cl)cc21	i	-0.3	-0.6	-0.8	-6.1	-1.2	i	-2.8	-0.5	-10.9
CCOc1cc(/C=N\O)cc(Cl)c1OCC	i	0.4	0.6	2.8	-6.4	-1.6	i	-1.6	0.8	2.5
NC(=O)c1cc(S(=O)(=O)Nc2cccc(Cl)c2)cs1	i	-5.1	-2.3	-1.5	-5.2	-3.1	i	7.8	0.6	-15.6
Cc1nc(C)c(C(=O)OCC(=O)Nc2cccc(C)c2C)s1	i	1.4	1.3	-1.1	-0.4	1.2	i	0.9	-0.8	-8.2
CCCc1cc(=O)[nH]c2nnc(SCC(=O)Nc3cc(C)on3)n12	i	-1.3	3.5	0.6	-4.6	-3.8	i	-0.3	-1.1	-4.9
CCOC(=O)NC(=O)/C(C#N)=N\Nc1cccc(Cl)c1	i	-4.7	-4.1	-0.7	-3.2	-2.5	i	-14.1	-1.5	-5.8
c1cn2cc(-c3ccc(CN4CCOCC4)cc3)ccc2n1	i	-1.8	-4.9	-1.1	-0.9	-1.2	i	-9.0	4.3	.
COc1cccc(-c2csc(N3CCN(S(=O)(=O)c4ccc(F)cc4)CC3)n2)c1	i	-3.6	-0.1	-9.7	6.1	-2.5	i	-0.9	2.0	0.8
CCSC(=S)Nc1c(C)n(C)n(-c2ccccc2)c1=O	i	-4.9	-1.4	0.3	2.7	1.7	i	-2.7	-1.0	0.7
CCN(CC(=O)Nc1c(F)cccc1F)C(=O)c1ccc2c(=O)n3c(nc2c1)CCC3	i	-1.3	2.9	1.2	0.7	1.1	i	1.9	-1.4	-4.0
CC1CN(C)CCC1OC(=O)c1ccccc1 (centres undefined)	i	0.8	0.3	3.8	-0.6	-2.2	i	2.0	-2.0	-3.7
COCCN1C(=O)N[C@@H](c2cccs2)C(C(C)=O)=C1C	i	-1.2	-0.1	0.9	-1.4	1.1	i	-2.8	-0.6	-5.2
COc1ccc(NC(=O)c2sc3nc(Cc4ccccc4)cc(C(F)(F)F)c3c2N)cc1OC	i	-8.6	1.5	1.8	-3.9	-7.1	i	-5.6	1.6	0.5
O=C(Nc1cccc(Cl)c1)N(Cc1nc2ccccc2c(=O)[nH]1)Cc1cccs1	i	-5.3	0.9	-3.0	4.9	-0.3	i	5.1	0.2	-5.2
Cc1cnn(C(=O)c2oc3ccccc3c2C)c1	i	-3.0	-5.2	5.0	4.9	0.9	i	-3.6	-1.9	-4.4
CC(=O)Oc1ccccc1Cn1c(C)c(C(=O)NCc2ccc(Cl)c(Cl)c2)sc1=O	i	-7.7	2.5	-12.8	1.6	-3.1	i	-1.0	2.5	.
O=C(CCC1CCCN(C(=O)c2ccoc2)C1)NCc1ccccc1F (centres undefined)	i	4.3	1.7	1.4	-4.1	-2.3	i	-1.5	0.9	-9.1
Cn1c(SC2CCCCC2=O)nnc1-c1ccccc1F (centres undefined)	i	-0.4	0.8	1.6	-0.4	5.1	i	-0.5	0.6	-7.3
CN(CC(=O)Nc1ccc(F)c(F)c1F)C(=O)C1CSC2(C)CCC(=O)N12 (centres undefined)	i	-3.1	4.8	3.5	10.2	-2.8	i	1.7	-1.8	-4.9
Cc1ccccc1-n1ccnc1SCC(=O)NCC1CCCO1 (centres undefined)	i	1.7	-1.5	1.9	-4.2	2.4	i	1.1	-1.6	-2.0
O=C(NCc1ccc2c(c1)OCO2)C1CCCN(S(=O)(=O)c2cccs2)C1 (centres undefined)	i	-1.6	-1.9	1.4	-2.6	1.8	i	-0.7	-0.3	-9.8
COc1ccc(OCC(=O)Nc2nnc(C)s2)cc1	i	3.1	-3.1	-1.1	0.4	-4.6	i	-0.5	0.3	0.0
COc1ccc(C(=O)Nc2ccc(C(=O)NCC3CCCO3)cc2)c(OC)c1OC (centres undefined)	i	1.9	-4.0	-1.9	1.5	-2.0	i	6.4	-1.4	-3.9
Cc1cc(Nc2ccc(O)cc2)n2c(nc3ccccc32)c1C#N	i	-0.5	-2.7	8.6	2.9	-0.3	i	1.1	1.4	-3.9
CSc1ccc(C2=CC(=O)C[C@H](c3ccc(Cl)cc3)C2)cc1	i	-6.3	4.4	-2.5	0.5	1.4	i	-17.9	4.1	-11.0
Cc1ccc(S(=O)(=O)N2CCC(C(=O)NNC(=O)c3ccccc3O)CC2)cc1	i	-1.6	-3.0	-0.1	-3.3	2.6	i	2.6	0.3	-12.4
OCCOCCn1c(C2CCCN2c2nc(-c3ccc(F)cc3)cs2)nc2cc(C(F)(F)F)ccc21 (centres undefined)	i	1.4	1.4	-0.3	1.2	3.4	i	0.9	1.9	-14.5
COC(=O)COc1ccc(S(=O)(=O)NCc2ccncc2)cc1	i	1.6	2.3	-2.5	2.2	-0.3	i	-0.2	-1.0	-7.7
COc1ccc(Nc2c3c(nc4ccc(C)cc24)CCC3)cc1	i	2.9	-4.9	-8.6	11.9	4.9	i	5.8	14.6	8.4
COc1cc(NC(=O)CCN2C(=O)NC3(CCCC3)C2=O)c(OC)cc1Cl	i	-2.2	2.2	8.5	0.1	0.6	i	-3.3	-0.7	-7.6
c1ccc(-c2nn3c(-c4ccccc4)nnc3s2)cc1	i	-0.2	4.0	6.2	6.4	-5.3	i	-7.5	0.5	-7.0

Exported as labelled records: entries from further up.
> COc1ccc(Nc2c3c(nc4ccc(C)cc24)CCC3)cc1
  Neddylation inh: i	CSN deneddyl inh: 2.9	Rin1-Abl PPI inh: -4.9	DNMT1 block: -8.6	NadD block: 11.9	STEP block: 4.9	Rpn11 inh: i	SUMO1-SIM PPI: 5.8	LMPTP block: 14.6	Scp1 inh: 8.4
> COc1cc(NC(=O)CCN2C(=O)NC3(CCCC3)C2=O)c(OC)cc1Cl
  Neddylation inh: i	CSN deneddyl inh: -2.2	Rin1-Abl PPI inh: 2.2	DNMT1 block: 8.5	NadD block: 0.1	STEP block: 0.6	Rpn11 inh: i	SUMO1-SIM PPI: -3.3	LMPTP block: -0.7	Scp1 inh: -7.6

Screening results as filed in PubChem.
